ER stress death: ER stress cell death inhibition; CSM14.1 thapsigargin ER stress survival, ATP luminescence; relative survival (cellular ATP), % at 15 µg/mL (by protocol); actives 0.33% (n = 48,000); AID 1010;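 active = survival measured by cellular ATP above 50% at 15 µg/ml in the first screen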;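 note: cell death triggered by about 15 µM thapsigargin; ATP read 24 h after thapsigargin was added; plate controls were thapsigargin with DMSO for no effect and DMSO without thapsigargin for full effect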
The depositor's hits bear a star.

The first 3 records (preview)
structure,ER stress death
COc1ccc(C2/C(=C(\O)c3ccccc3)C(=O)C(=O)N2CCCC(=O)O)c(OC)c1 (stereo unspecified),10
COc1cccc(/C=N/NC(=O)C(=O)N2CCCCCC2)c1O,17
COC(=O)CCN1C(=O)/C(=C\c2c(F)cccc2Cl)SC1=S,0

Results, previewed entries included:
structure,ER stress death
COc1ccc(C2/C(=C(\O)c3ccccc3)C(=O)C(=O)N2CCCC(=O)O)c(OC)c1 (stereo unspecified),10
COc1cccc(/C=N/NC(=O)C(=O)N2CCCCCC2)c1O,17
COC(=O)CCN1C(=O)/C(=C\c2c(F)cccc2Cl)SC1=S,0
O=C(Nc1ccc2c(c1)OCO2)c1nn2c(c1Br)NC(c1cccs1)CC2C(F)(F)F (stereo unspecified),9
COc1ccc(CC(=O)Nc2ccc(-c3ccc(NC(=O)Cc4ccc(OC)cc4)c(OC)c3)cc2OC)cc1,-1
O=C(Cc1ccccc1)NN1C(=O)/C(=C/c2cccs2)SC1=S,-4
CCOc1ccc(S(=O)(=O)N(CC(=O)N2CCCC2)c2ccc(C)cc2)cc1,5
CC(=O)C1=C(O)C(=O)N(c2nc3ccccc3s2)C1c1ccc(C(C)C)cc1 (stereo unspecified),-5
CCc1ccc(S(=O)(=O)n2nnc3ccccc32)cc1,-19
Cc1cc(C)cc(NC(=O)c2ccc(I)cc2)c1,0

The results go on:
structure,ER stress death
CCC(C)(C)C1CCC2(CC1)NC(CO)(CO)CO2 (stereo unspecified),2
O=C(CSc1ccccc1C(=O)O)c1ccc(F)cc1,-8
O=C1C=C(NCCc2c[nH]c3ccccc23)CC(c2ccccc2)C1 (stereo unspecified),54*
COc1ccc(/C=C2\C(=O)NC(=O)N(c3ccc(F)cc3)C2=O)cc1OC,-5
O=C1NC(=S)N(c2cccc(Cl)c2)C(=O)/C1=C\C=C\c1ccccc1[N+](=O)[O-],7
C=CCN1C(=O)/C(=C\c2ccc(OS(=O)(=O)c3ccccc3)c(OCC)c2)SC1=S,14
O=C(COc1cc(Cl)ccc1Cl)Nc1ccc2c(c1)OCCO2,4
NC(=O)NC(c1ccccc1)c1ccccc1F (stereo unspecified),10
O=C1CC(c2ccc(O)cc2)c2ccc3ccccc3c2N1 (stereo unspecified),10
CCCN1CCC(=NNC(=O)c2cccc(Br)c2)CC1,0

Next compounds follow.
structure,ER stress death
CS(=O)(=O)N(CC(=O)Nc1cccc(Br)c1)c1cccc(Cl)c1,2
CC(C)(C)OC(=O)CC(O)(c1ccccc1)C(F)(F)F (stereo unspecified),2
O=C(Nc1ccc(F)cc1)c1ccco1,-1
Cc1cc(C)cc(NC(=O)COc2cc(C)c(Cl)c(C)c2)c1,1
O=C(O)c1ccc(N2C(=O)CC(N3CCN(c4ccccc4F)CC3)C2=O)cc1 (stereo unspecified),12
O=C(Nc1ccc(Cl)cc1)c1ccc2c(c1)OCCO2,4
Cc1ccc2nc(NC(=O)C3C4C=CC(C4)C3C(=O)O)sc2c1 (stereo unspecified),0
CN1CCN(S(=O)(=O)c2ccc(-c3ccc(S(=O)(=O)N4CCN(C)CC4)cc3)cc2)CC1,19
C/C(=C\C(=O)c1ccc(Br)cc1)Nc1ccccc1C,8
O=C(NC(=S)Nc1ccc2oc(-c3ccccc3)nc2c1)c1ccccc1,-1

The listing continues:
structure,ER stress death
CCOC(=O)c1c(NC(=O)c2cc(OC)c(OC)c(OC)c2)sc(C(N)=O)c1C,0
O=C(CSc1nc2ccc(N3C(=O)c4ccccc4C3=O)cc2s1)c1ccc([N+](=O)[O-])cc1,-2
COc1cc(OC)c(OC)cc1CN1CCN(Cc2ccc(C)cc2C)CC1,-4
C/C(CN1C(=O)c2ccccc2C1=O)=N\NC(=O)c1cccc(Cl)c1,3
O=C(c1c(Cl)cccc1Cl)N1CCN(c2ccccc2)CC1,4
CC(Nc1cc(=O)n(C)c(=O)[nH]1)c1ccccc1 (stereo unspecified),11
O=C(Oc1cccc2ccccc12)c1cccc([N+](=O)[O-])c1,8
COc1ccccc1C(=O)Nc1nnc(-c2ccco2)s1,-5
COc1cc(N2Cc3ccc(OC)c(OC)c3C2=O)cc(OC)c1OC,2
CCOc1ccc(NC(=O)c2c(NC(=O)C(C)(C)C)sc3c2CCC3)cc1,-2

Other results follow.
structure,ER stress death
CCOc1cc(/C=C2/SC(=S)NC2=O)ccc1OCc1ccc(Cl)c(Cl)c1,1
CCOC(=O)C1=C(O)/C(=C/c2cccs2)SC1=Nc1ccc(C)cc1,7
Cc1ccc(OCCOCCN2CCC(C)CC2)c(Cl)c1,-4
Cc1cc(/C=N\Nc2ccc([N+](=O)[O-])cn2)c(C)n1-c1ccccc1F,12
Clc1ccc(/C=N/Nc2nc3ccccc3s2)c(Cl)c1,5
CCCC(=O)N1CCN(c2cc(N3CCC(C)CC3)c(F)cc2[N+](=O)[O-])CC1,-3
Cc1ccc(S(=O)(=O)NCCNc2cc(Cl)ccc2[N+](=O)[O-])cc1,1
Cc1ccc(S(=O)(=O)N(Cc2ccccc2)Cc2ccco2)cc1,6
COc1ccccc1N1C(=O)/C(=C/c2c(Cl)cccc2Cl)SC1=S,-5
Cc1ccc(Cl)cc1NC(=O)CN(CCc1ccccc1)S(=O)(=O)c1ccccc1,8

New compounds follow.
structure,ER stress death
C=CCn1c(CC)nc2ccccc21,2
COC(=O)CN(c1ccc(Cl)cc1Cl)S(=O)(=O)c1ccc(C)cc1,6
COc1cc(CC(=O)O)c([N+](=O)[O-])cc1OC,4
CC1=NCCN1S(=O)(=O)c1ccccc1[N+](=O)[O-],3
Cc1cc(-c2ccccc2)nc2cc(-c3ccc(Cl)cc3)nn12,8
COc1cc(/C=c2/sc3nc4ccccc4n3c2=O)cc(I)c1OCc1ccccc1,1
O=C(O)/C=C/C(=O)Nc1ccc(-c2ccc(NC(=O)/C=C/C(=O)O)cc2)cc1,-3
Cc1ccc(/C(O)=C2\C(=O)C(=O)N(c3nccs3)C2c2cccs2)cc1 (stereo unspecified),3
CCOc1cc(/C=C2\SC(=S)N(Nc3ccccc3)C2=O)ccc1O,3
COc1ccccc1N1C(=O)CC(N2CCN(c3ccccn3)CC2)C1=O (stereo unspecified),1

Quoted at random: 5 compounds from above.
structure,ER stress death
CC1=NCCN1S(=O)(=O)c1ccccc1[N+](=O)[O-],3
O=C(O)/C=C/C(=O)Nc1ccc(-c2ccc(NC(=O)/C=C/C(=O)O)cc2)cc1,-3
COC(=O)CN(c1ccc(Cl)cc1Cl)S(=O)(=O)c1ccc(C)cc1,6
COc1cc(/C=c2/sc3nc4ccccc4n3c2=O)cc(I)c1OCc1ccccc1,1
C=CCn1c(CC)nc2ccccc21,2

Going on with the list:
structure,ER stress death
COc1ccc(C(=O)N=Nc2c(O)[nH]c3c(C)cc([N+](=O)[O-])cc23)cc1,4
CC1=NN(c2ccccc2)C(c2ccc(O)cc2)C1 (stereo unspecified),8
COc1ccc2c(c1OC)C(=O)OC2Nc1cc(C)ccn1 (stereo unspecified),3
Cc1c(C(=O)Oc2ccc(Cl)cc2)cccc1[N+](=O)[O-],8
CCCOc1ccc(N2C(=O)CC(Nc3ccc(Cl)cc3)C2=O)cc1 (stereo unspecified),4
COC(=O)c1c(NC(=O)c2cc3ccccc3o2)sc2c1CCC(C)C2 (stereo unspecified),2
Cc1cc(OCC(=O)Nc2ccc(-c3nc4ncccc4o3)cc2)ccc1Cl,-3
O=C1C2C3C=CC(CC3)C2C(=O)N1c1ccc2c(c1)OCO2 (stereo unspecified),1
O=C(/C=C/c1cccc([N+](=O)[O-])c1)Nc1ccc(-c2nc3ncccc3o2)cc1,3
O=C(NCc1ccncc1)C(=O)Nc1ccccc1Cl,7

Additional records
structure,ER stress death
COc1ccccc1N1CCN(C(=O)COc2ccccc2)CC1,4
O=C(Nc1ccc2c(c1)oc1ccccc12)c1cccc2ccccc12,8
CCc1ccccc1NC(=O)CN(c1ccc(C)cc1)S(=O)(=O)c1ccc(SC)cc1,1
NC1=NC(=O)C(CC(=O)Nc2ccc(Cl)cc2)S1 (stereo unspecified),11
O=C(NC(=S)Nc1ccc(NC(=O)c2ccco2)c(Cl)c1)c1ccco1,4
O=C(Nc1c(C(=O)NCc2ccccc2)cnn1-c1ccccc1)c1cccc(F)c1,0
O=C(COc1ccc(Cl)cc1Br)N/N=C/c1cc(Cl)cc([N+](=O)[O-])c1O,-4
COc1ccc(C2CC(=O)C3=C(C2)Nc2ccccc2NC3c2ccc(C)cc2)cc1 (stereo unspecified),-3
Cc1ccc(-n2[nH]c(C)c(C=Nc3ccc(S(=O)(=O)Nc4nccs4)cc3)c2=O)cc1C,2
COC(=O)C1=NN(C(=O)c2ccc(C)cc2)C(O)(c2ccc(Cl)cc2)C1 (stereo unspecified),0

Other structures
structure,ER stress death
O=C1/C(=C/c2ccccc2[N+](=O)[O-])SC(=S)N1c1cccc(Br)c1,3
CC(C)(C)c1ccc(C(=O)NCCSc2nc3ccccc3s2)cc1,6
CCC(=O)Nc1ccc(-c2nc3ccccc3s2)cc1,-8
O=C1NC(=Nc2ccccc2)S/C1=C/c1cccc(C(F)(F)F)c1,10
CCOC(=O)c1ccc(NC(=O)CN(c2cccc(C(F)(F)F)c2)S(C)(=O)=O)cc1,-10
O=C(Nc1ccc2oc(-c3ccc(F)cc3)nc2c1)c1ccc([N+](=O)[O-])cc1Cl,2
Nc1nnc(SCC(=O)N2c3ccccc3CCc3ccccc32)s1,4
COc1cccc(NC(=O)c2cccc(C(F)(F)F)c2)c1,6
CC(=O)c1cccc(N2C(=O)C3CCCCC3C2=O)c1 (stereo unspecified),-3
NC(=O)c1ccc(NC(=O)COc2ccc3ccccc3c2)cc1,0

The results go on:
structure,ER stress death
COc1ccc(Cl)cc1C(=O)Nc1ccc(S(=O)(=O)NC(C)=O)cc1,1
OC(COc1ccc(Cl)cc1)CSc1ccccn1 (stereo unspecified),2
COc1ccc(C(C)=O)c(OC(C)=O)c1,1
CCc1ccccc1NC(=O)CN(c1ccc(OC)cc1)S(=O)(=O)c1ccc(C)cc1,11
CCc1ccc(NC(Nc2ccc(CC)cc2)=C(S(=O)(=O)CC)S(=O)(=O)CC)cc1,-4
Cc1ccc(S(=O)(=O)N(Cc2ccccc2)c2ccccc2C(=O)Nc2c(C)n(C)n(-c3ccccc3)c2=O)cc1,16
CCCOc1ccc(-c2cc(C(=O)N3CCCCCC3)c3ccccc3n2)cc1,3
COc1ccccc1NCC(=O)N/N=C/c1ccccc1OCc1ccc(Br)cc1,-2
CCOC(=O)C1=NNC2C(=O)N(c3ccccc3C)C(=O)C12 (stereo unspecified),9
Cc1ccc2cccc(OC(=O)c3ccc(Br)o3)c2n1,1

(list continues)
structure,ER stress death
Nn1c(N2CCOCC2)nc2ccccc21,11
O=C(c1ccccc1F)N1CCN(C2CC3CCC2C3)CC1 (stereo unspecified),1
CCOC(=O)C(C#N)C1(c2ccc(C)cc2)CCOC(C)(CC)C1 (stereo unspecified),2
COc1ccc(C(=O)Nc2ccc(C(N)=O)cc2)cc1[N+](=O)[O-],-1
Oc1cccc(/C=N/Nc2ccccn2)c1,-2
CCCOc1ccccc1C1NC(=O)c2c(sc3c2CCCC3)N1 (stereo unspecified),1
O=c1c2ccccc2nc(SCc2ccc(Cl)cc2)n1-c1ccccc1,5
CCC(C)NC(=O)c1c(Cl)ccc(Cl)c1OC (stereo unspecified),4
COc1ccc(-c2cc(C(=O)Nc3cccc(Cl)c3)c3ccccc3n2)cc1OC,-3
COc1ccc(S(=O)(=O)Nn2cnnc2)cc1,9

Later entries
structure,ER stress death
Cc1ccc2nc(-c3ccc(F)cc3)oc(=O)c2c1,7
S=c1[nH]nc(-c2ccco2)n1C1CCCCC1,5
COc1ccc(N=Cc2c(O)n(-c3ccccc3)c(=O)[nH]c2=O)cc1Cl,6
O=C1C(=O)N(CCO)C(c2cccc([N+](=O)[O-])c2)/C1=C(\O)c1ccccc1 (stereo unspecified),7
N#CCC(=O)N/N=C/c1cc([N+](=O)[O-])ccc1N1CCCC1,10
C/C(=N/OCC(=O)Nc1sc2c(c1C#N)CCCC2)c1ccc(Br)cc1,7
CC(C)Oc1cccc(C(=O)Nc2ccc(F)c([N+](=O)[O-])c2)c1,-2
CC(=O)C1C(=O)c2cc([N+](=O)[O-])ccc2C1=Nc1cccc(C)c1 (stereo unspecified),7
O=c1oc(/C=C/c2ccc([N+](=O)[O-])cc2)nc2ccc(Cl)cc12,2
Cc1ccc2nsnc2c1NC(=O)c1cc(Cl)ccc1Cl,9

The results go on:
structure,ER stress death
COc1ccc(C(=O)Nc2ccc(OC(F)(F)F)cc2)cc1OC,-3
COc1ccc(C(=O)N/C(=C\c2cccc3ccccc23)C(=O)N2CCN(C)CC2)cc1OC,-4
COc1cccc2cc(C(N)=O)c(=O)oc12,6
Cc1ccc(CSc2nnnn2-c2ccccc2)cc1,5
COc1ccc(NC(=O)COc2cccc3ccccc23)cc1,2
COc1ccc(-c2ccc(/C=N/n3cnnc3)o2)c([N+](=O)[O-])c1,2
O=C(NCCNC(=O)c1cccnc1)c1cccnc1,-1
COc1cc(/C=C2\C(=O)N(c3cccc(C(=O)O)c3)N=C2C)ccc1O,-7
CC(=O)NC(=O)CC(=O)c1ccccc1,2
CCOc1ccc(S(=O)(=O)N(CC(=O)Nc2ccccc2C)c2ccc(C)cc2)cc1,12

Other records follow:
structure,ER stress death
O=C1S/C(=C/c2ccc(Cl)cc2Cl)C(=O)N1c1ccccc1,-1
COc1ccccc1NC(=O)C(=O)N=Nc1c(O)n(CC(=O)Nc2ccccc2)c2ccccc12,19
CCCC(=O)Nc1ccc2nn(-c3ccc(F)cc3)nc2c1,1
COc1ccc(Cl)cc1NC(=O)c1ccccc1N(Cc1ccccc1)S(=O)(=O)c1ccc(C)cc1,0

Source: PubChem BioAssay (Sanford-Burnham Center for Chemical Genomics)

An excerpt; rates above refer to the full screens.
